MITF primary: MITF inhibitors, primary screen, biochemical, AlphaScreen, human. AID 1259374, 2018. actives 0.91% (n = 650,000). AlphaScreen MITF homodimerization, bead proximity signal. Microphthalmia-associated transcription factor (Homo sapiens), O75030. inhibition, % at 2.6 µM; in the data active = inhibition above about 50%;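 note: 0% = vehicle wells with protein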
TEAD-YAP block: TEAD-YAP interaction inhibition, primary screen, TEAD-YAP interaction inhibitor project, luminescence, HEK-TIYL cells; TEAD-Gal4/YAP UAS-luciferase luminescence; inhibition, % at 9.12 µM; actives 1.4% (n = 640,000); AID 1259422, 2018; in the data active = inhibition above about 32%;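 note: 0% = median of test compound wells and 100% = reference inhibitor wells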
GPR151 ag: activators of human GPR151, primary screen, cell-based, PathHunter beta-arrestin, luminescence; G-protein coupled receptor 151 (Homo sapiens), Q8TDV0; PathHunter beta-arrestin GPR151 cells; activation, % at 11.2 µM; actives 1% (n = 650,000); AID 1508602, 2020; in the data active = activation above about 4.9%;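 note: 0% = median of compound wells and 100% = cells with positive control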
FBW7 activator: FBW7 E3 ligase activators, primary screen, biochemical, AlphaScreen, human; F-box/WD repeat-containing protein 7 (Homo sapiens), Q969H0; AlphaScreen FBW7–phospho-cyclin E peptide binding, activator screen; normalized activity (activation), % at 26.1 µM; actives 0.13% (n = 650,000); in the data active = normalized activity above about 1.9%;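 note: purified mutant Fbw7 with reduced substrate affinity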
Target sequence (Q969H0 whole entry, looked up): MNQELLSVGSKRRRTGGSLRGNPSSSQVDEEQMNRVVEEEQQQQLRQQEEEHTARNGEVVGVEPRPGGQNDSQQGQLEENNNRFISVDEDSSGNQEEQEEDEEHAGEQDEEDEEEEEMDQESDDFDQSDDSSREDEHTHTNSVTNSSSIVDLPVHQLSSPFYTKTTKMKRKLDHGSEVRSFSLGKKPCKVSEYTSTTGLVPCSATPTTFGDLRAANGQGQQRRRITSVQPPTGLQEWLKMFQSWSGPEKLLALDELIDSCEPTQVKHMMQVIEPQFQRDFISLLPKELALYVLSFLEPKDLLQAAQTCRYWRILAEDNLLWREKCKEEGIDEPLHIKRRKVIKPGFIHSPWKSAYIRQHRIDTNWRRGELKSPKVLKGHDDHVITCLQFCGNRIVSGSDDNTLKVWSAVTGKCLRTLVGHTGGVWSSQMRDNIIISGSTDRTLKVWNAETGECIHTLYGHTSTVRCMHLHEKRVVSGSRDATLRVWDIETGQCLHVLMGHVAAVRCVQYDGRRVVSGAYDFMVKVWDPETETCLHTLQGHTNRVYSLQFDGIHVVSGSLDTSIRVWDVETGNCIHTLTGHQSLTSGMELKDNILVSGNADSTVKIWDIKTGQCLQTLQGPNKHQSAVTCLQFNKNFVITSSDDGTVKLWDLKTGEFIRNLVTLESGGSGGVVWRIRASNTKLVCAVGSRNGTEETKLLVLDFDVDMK
The depositor's hits bear a star. Outcome played no part in choosing rows; about 3.4% have a hit in one of these screens.

SMILES	MITF primary	TEAD-YAP block	GPR151 ag	FBW7 activator
O=c1oc2ccccc2c2nc(-c3ccc(F)cc3)c(-c3ccc(F)cc3)nc12	5	6	3.1	-0.1
CC(=O)NC(=S)Nc1ccc(S(=O)(=O)Nc2ncccn2)cc1	-4	4	-0.2	-0.1
Cc1ccc2oc(=O)c3cc(C(=O)Nc4nc(C)cs4)sc3c2c1	-7	5	2.0	0.0
COc1ccccc1CCNC(=O)C1CC12CCN(Cc1cccc(OC)c1OC)CC2 (centres undefined)	1	-10	-1.0	-0.2
CCCCNC(=O)/C(=C/c1ccccc1)NC(=O)c1ccco1	8	-11	0.4	0.2
CCOC(=O)c1c(C)nn(Cc2ccccc2)c1N	-17	-8	1.3	-0.1
O=C(CSc1ccc(F)cc1)NCC1(CO)CC1	10	4	-1.4	0.7
Cc1ccc(NC(=O)C(=O)NCCC2CCCCN2S(=O)(=O)c2ccccc2)cc1 (centres undefined)	-1	10	-0.6	0.0
CCN1CCN(S(=O)(=O)c2ccc(C)c(C(N)=O)c2)CC1	1	-1	1.0	0.0
CCOc1nc(N2CCOCC2)nc(-n2nnc(C(C)=O)c2C)n1	-14	11	0.8	0.0
CCC1SC(=S)N(CC(=O)O)C1=O (centres undefined)	19	-23	-1.3	0.8
CCCCCCn1c(CN2CCOCC2)nc2c1c(=O)n(C)c(=O)n2C	2	-1	-0.3	0.1
O=C(Nc1ccc(-c2cn3c4c(nnc3n2)CCCC4)cc1)c1ccno1	14	-22	-1.9	-0.5
Cc1nn2c3ccccc3n(CCN3CCOCC3)c2nc1=O	3	-3	0.3	-0.1
Cc1nc2ccccn2c1-c1csc(Nc2ncccn2)n1	5	-25	-0.4	0.6

Exported comma-delimited: five of the compounds above
Molecule,MITF primary,TEAD-YAP block,GPR151 ag,FBW7 activator
Cc1ccc2oc(=O)c3cc(C(=O)Nc4nc(C)cs4)sc3c2c1,-7,5,2.0,0.0
COc1ccccc1CCNC(=O)C1CC12CCN(Cc1cccc(OC)c1OC)CC2 (centres undefined),1,-10,-1.0,-0.2
CCCCNC(=O)/C(=C/c1ccccc1)NC(=O)c1ccco1,8,-11,0.4,0.2
CCOC(=O)c1c(C)nn(Cc2ccccc2)c1N,-17,-8,1.3,-0.1
O=C(CSc1ccc(F)cc1)NCC1(CO)CC1,10,4,-1.4,0.7

The listing continues:
SMILES	MITF primary	TEAD-YAP block	GPR151 ag	FBW7 activator
O=C(NC1CCCCC1)c1cc(Sc2ccc(F)cc2)nc2ccccc12	21	-3	-1.1	0.1
Cc1nc(SCC(=O)N2CCCC2=O)nc(C)c1C	2	-5	2.2	0.1
COc1ccc(C2=NN(C(C)=O)C(c3cccc(OC)c3)C2)cc1 (centres undefined)	5	-4	-0.3	0.2
O=C(N/N=C\c1cccc2ccccc12)C1CC(=O)N(c2ccc(F)cc2)C1 (centres undefined)	15	4	-1.1	0.1
O=C(NC1CCCCCC1)c1ccc2c(=O)n(CC3CCCO3)c(=S)[nH]c2c1 (centres undefined)	-5	-14	1.6	-0.1
NC(=O)c1cccc2c1NC(c1cccc([N+](=O)[O-])c1)C1CC=CC21 (centres undefined)	14	-5	0.2	-0.5
CCc1c(C)nc(N2CCN(CC(=O)NC3CC3)CC2)[nH]c1=O	15	-2	-0.9	0.0
O=[N+]([O-])c1ccc(C2OCCCN2C(=S)Nc2ccccc2)cc1 (centres undefined)	4	0	0.5	0.1
O=C(c1nn2c(c1Cl)NC(c1cccs1)CC2C(F)(F)F)N1CCN(c2ccc(F)cc2)CC1 (centres undefined)	1	5	0.2	0.0
Cc1cccc(OCCn2cccc2/C=C2/C(=N)N3C=CSC3=NC2=O)c1	7	-12	-0.9	0.0
NC(=S)N/N=C/c1cn(CCC(=O)O)nc1-c1cccc(Br)c1	-7	-1	0.4	0.0
CC1CCC(NC(=O)CCNc2c(N3CCCC3)c(=O)c2=O)CC1 (centres undefined)	19	-7	1.1	0.8
CCN(CC)C(=O)N1CCc2c(F)c(F)c(F)c(F)c21	3	3	-2.2	0.1
COc1ccc2ccccc2c1/C=C1/N=C(c2ccc(C)cc2)OC1=O	9	-4	-1.9	-0.1
COc1ccc(-n2c(C)cc(/C=N/Nc3nnc(C)n3N)c2C)cc1	26	6	-1.4	-0.2
COc1cc(CN2CCC3(CC2)CC3C(=O)NCCCc2ccncc2)cc2c1OCO2 (centres undefined)	11	8	0.3	0.1
Cc1c(NC(=O)CS(=O)(=O)Cc2ccccc2)cccc1[N+](=O)[O-]	13	8	-0.5	0.2
COc1ccc(S(=O)(=O)n2c(SCC(=O)Nc3ccc(C(C)C)cc3)nc3ccccc32)cc1	17	1	0.3	0.1
Cc1nn(C)c(C)c1-c1nc(NCc2ccccc2)c2ncn(-c3ccsc3)c2n1	12	-10	-0.3	0.3
Cc1ccc(N(CN2CCCC2=O)C(=O)c2cccc3ccccc23)cc1Cl	8	12	-0.7	-0.2
Cc1cc(C)n2nc(C(=O)NCCCN3C(C)CCCC3C)cc2n1 (centres undefined)	14	6	1.3	0.1
CC(N(C)C)C12CC3CC(CC(C3)C1)C2 (centres undefined)	-2	0	-0.8	-0.2
O=C(NNC(=O)c1cccc(Cl)c1)c1ccc(F)cc1	12	-1	1.8	0.1
CC(=O)Oc1ccccc1C(=O)Nc1ccccc1C(=O)N1CCCC1	-8	1	-0.3	-0.1
COc1ccc(-c2cc(=O)c3cc(OCC(=O)Nc4ccccc4)ccc3o2)cc1	4	-6	-1.3	0.6
Cc1ccc(C)c(NC(=O)CSc2nnnn2-c2cccc(O)c2)c1	8	11	0.3	0.0
COc1ccc(-n2cc(C(=O)N(CCC#N)c3ccccc3)c3ccccc3c2=O)cc1	2	-7	0.1	0.0
O=C(c1cccs1)N1CCC(N2CCCC2)CC1	44	14	0.8	-0.2
CCOC(=O)N1CCN(Cc2cc(Cl)c3cccnc3c2O)CC1	50	76*	-0.2	-1.2
Cc1cc(C(=O)N2CCOCC2)nn1CC(=O)Nc1ccc(Cl)cc1	9	6	0.0	0.0
Cc1ccc(N2C(=O)c3cc(N4CCC(N5CCCCC5)CC4)c([N+](=O)[O-])cc3C2=O)cc1	10	1	0.3	-0.1
CCCCCCOc1cccc(N)c1	-12	-9	1.2	0.2
O=C(CN(c1ccccc1)S(=O)(=O)c1ccc(Cl)cc1)N1CCCC1	8	1	0.5	0.5
Cn1c(=O)c(=O)n(C)c2cc(S(=O)(=O)Nc3ccc(Cl)c(C(F)(F)F)c3)ccc21	-3	4	0.0	0.4
CCCCN(C)C(=O)CNC(=O)c1nn(-c2ccc(OC)c(Cl)c2)c(=O)c2ccccc12	2	12	1.1	-0.2
Cc1sc2nc(C3CC3)nc(SCC(=O)Nc3ccc4c(c3)OCO4)c2c1C	0	10	0.7	0.0
CC(C)CC(c1nnnn1C1CCCCC1)N1CCN(C)CC1 (centres undefined)	-10	-3	-1.5	0.0
CCOC(=O)c1oc2ccccc2c1NC(=O)/C=C/c1cccs1	-11	5	2.2	0.0
COc1ccc(S(=O)(=O)N(CC(=O)NC(C)c2ccccc2)c2ccc(Cl)cc2)cc1 (centres undefined)	2	6	0.6	-0.1
CC1CC(C)CN(CC(=O)Nc2ccccc2N2CCOCC2)C1 (centres undefined)	-1	8	-0.5	0.1
C/C(Cn1cnc([N+](=O)[O-])n1)=N/NC(=O)COc1c(Cl)cc(Cl)cc1Cl	7	1	-0.2	0.0
O=C(CCC1=NS(=O)(=O)c2ccccc2N1)N1CCN(c2ccccn2)CC1	-2	-4	-0.1	-0.1
CCOc1ccc2nc(SCC(=O)NCCC34CC5CC(CC(C5)C3)C4)[nH]c2c1	13	-2	-1.3	-0.1
COc1ccc(OC)c(/C=C2/SC(=Nc3ccc(C)cc3)NC2=O)c1	15	51*	1.2	0.2
CN(CC(=O)Nc1ccc(OC(F)(F)F)cc1)C(=O)CNC(N)=O	-1	6	1.2	0.3
CCCN(CCC)c1ncnc2nc[nH]c12	6	22	0.1	0.0
CC(C)OCCCNC(=O)C(=O)Nc1ccc2nc3n(c(=O)c2c1)CCCCC3	1	-1	0.6	-0.1
COc1ccc(CCNC(=O)/C(=C/c2cccs2)NC(=O)c2ccc(C)c(C)c2)cc1	-8	17	0.2	0.0
Cc1ccc(NC(=O)c2ccc(CNc3c(N4CCCC4)c(=O)c3=O)cc2)cc1C	-10	-6	0.3	-0.1
CCC(C)NC(=O)c1ccc2c(=O)n(CC3CCCO3)c(=S)[nH]c2c1 (centres undefined)	11	4	1.4	0.1
CCOC(=O)C1(C(F)(F)F)N=C(C(F)(F)F)Nc2ccccc21 (centres undefined)	-6	7	1.5	0.1
CCOc1ccccc1N1CCN(Cc2cccc(OC)c2OC)CC1	23	8	0.9	0.0
Cc1ccc(S(=O)(=O)CCc2nnc(NC(=O)c3ccc(Br)cc3)s2)cc1C	9	6	0.1	0.1
CC(Oc1ccccc1)C(=O)NCCn1ccc2ccccc21 (centres undefined)	10	-14	0.6	0.2
CC(=O)NNC(=O)CSc1nc(C(C)C)nc2sc3c(c12)CCCC3	5	-3	-0.9	0.0
Cc1cc(=O)[nH]c(/N=C(\NC(=O)c2ccccc2)Nc2ccc3c(c2)OCCO3)n1	3	-5	-0.2	0.1
O=C(COc1cc(Cl)c(Cl)cc1Cl)N1CCOCC1	3	6	-0.8	0.1
CCOC(=O)C1=C(C)NC2=C(C(=O)CC(C)(C)C2)C1c1ccccc1OC (centres undefined)	0	8	2.7	0.0
CCn1c(CN2CCN(Cc3ccc4c(c3)OCO4)CC2)n[nH]c1=S	26	-6	-0.4	-0.3
Cc1cc(C)cc(CSCC(=O)Nc2cccnc2)c1	-6	2	-0.7	0.3

Single records, from the list above. Screens in order: MITF primary, TEAD-YAP block, GPR151 ag, FBW7 activator
CCOC(=O)C1=C(C)NC2=C(C(=O)CC(C)(C)C2)C1c1ccccc1OC (centres undefined) is listed with 0, 8, 2.7, 0.0
CCOC(=O)C1(C(F)(F)F)N=C(C(F)(F)F)Nc2ccccc21 (centres undefined) is listed with -6, 7, 1.5, 0.1
Cc1ccc(S(=O)(=O)CCc2nnc(NC(=O)c3ccc(Br)cc3)s2)cc1C is listed with 9, 6, 0.1, 0.1
CCOc1ccccc1N1CCN(Cc2cccc(OC)c2OC)CC1 is listed with 23, 8, 0.9, 0.0

(listing goes on)
SMILES	MITF primary	TEAD-YAP block	GPR151 ag	FBW7 activator
CC(c1n[nH]c(=S)n1Cc1ccccc1)N(C)C (centres undefined)	-13	2	0.4	-0.1
O=C1CC(=O)Nc2cc(S(=O)(=O)Nc3ccc(C(F)(F)F)cc3)ccc2N1	2	-1	3.6	0.0
CCC(Sc1n[nH]c(=O)[nH]c1=O)C(=O)OCc1ccccc1 (centres undefined)	-9	6	0.0	-0.2
OCCn1c(CSc2nnc(-c3ccco3)o2)nc2ccc(Cl)cc21	-6	-6	2.8	0.7
O=C(CCc1nnc(C2CCCCC2)o1)N1CCCCC1CCn1cccn1 (centres undefined)	-10	-7	-2.1	-0.1
CC(C)OC(=O)/C=C/c1cccc(N2C(=O)c3ccccc3C2=O)c1	6	5	0.4	0.6
COc1ccc(SCCC(=O)Nc2cccc(Cl)c2Cl)cc1	2	0	0.3	0.9
Cc1nn(C)c(C)c1-c1nc(Nc2ccc(N3CCOCC3)cc2)c2ncn(C3CCCCC3)c2n1	8	-41	-0.3	-0.2
COc1ccc(C(=O)Oc2ccc3nc(N(C)C)sc3c2)cc1	-4	3	4.8	0.0
CCC(C)(C)C(=O)Nc1ccc(C)c(C)c1	-7	9	0.4	0.2
COc1cc(S(=O)(=O)NCCCn2ccnc2)ccc1Cl	-2	-10	-0.1	0.0
CC(=O)Oc1ccc2cc(-c3nc(-c4ccc(Cl)c(Cl)c4)cs3)c(=O)oc2c1	11	6	0.6	0.8
O=C(NC1CC1)c1csc(-c2csc3ccccc23)n1	3	-43	-2.4	0.0
O=C(N/N=C/c1ccc([N+](=O)[O-])cc1)C(=O)Nc1cccc(F)c1	-20	-24	-0.7	0.0
CCOC(=O)c1c(C)nc(-c2sc3nc(-c4ccccc4)nc(N)c3c2C)nc1N	2	0	-1.1	-0.1
CC1CCCC(N(C)S(=O)(=O)c2cc3c(cc2Cl)NC(=O)CO3)C1C (centres undefined)	-29	-9	-0.2	-0.1
COCC(C)n1c(C)cc(C(=O)CSc2ncnc3sc(C)c(C)c23)c1C (centres undefined)	8	14	-1.2	0.3
COc1ccc(OC)c(CNC2CCN(c3nc(C)c4cc(C)ccc4n3)CC2)c1	0	7	-0.7	0.1
COc1ccc(C(CC(=O)NCc2ccccn2)N2Cc3ccccc3C2=O)cc1 (centres undefined)	13	-1	-0.6	-0.6
Cc1c(C(c2cc(Br)c(O)c(Br)c2O)c2c(C)n(C)n(-c3ccccc3)c2=O)c(=O)n(-c2ccccc2)n1C	8	1	-0.7	0.1
O=C1CC(c2ccco2)CC2=C1C(c1ccco1)Nc1ccccc1N2 (centres undefined)	6	8	0.1	0.0
CCOC(=O)C1=CN(C(C)C)C=C(C(=O)OCC)C1c1ccc(O)cc1	-4	-3	2.1	0.1
CCOC1=NN(c2ccc([N+](=O)[O-])cc2)C(=O)/C1=C\c1ccc(OC)cc1	-3	2	0.3	-0.2

Compound activity as filed in PubChem BioAssay.
